Source: PubChem
GLP1R ag: activates the human GLP-1 receptor. P43220. HEK293 GLP-1R CRE-luciferase, luminescence, 4-6 h; cells express a hypersensitive GLP-1R form. Potency, µM (series often up to 45.6 µM), inactives show at the highest dose activation, usual class: activators. actives 0.007% (n = 380,000). AID 624172; also: potency is read from the fitted curve at half-maximal effect; % of control where 0% means no effect
Target sequence (P43220 whole entry, looked up): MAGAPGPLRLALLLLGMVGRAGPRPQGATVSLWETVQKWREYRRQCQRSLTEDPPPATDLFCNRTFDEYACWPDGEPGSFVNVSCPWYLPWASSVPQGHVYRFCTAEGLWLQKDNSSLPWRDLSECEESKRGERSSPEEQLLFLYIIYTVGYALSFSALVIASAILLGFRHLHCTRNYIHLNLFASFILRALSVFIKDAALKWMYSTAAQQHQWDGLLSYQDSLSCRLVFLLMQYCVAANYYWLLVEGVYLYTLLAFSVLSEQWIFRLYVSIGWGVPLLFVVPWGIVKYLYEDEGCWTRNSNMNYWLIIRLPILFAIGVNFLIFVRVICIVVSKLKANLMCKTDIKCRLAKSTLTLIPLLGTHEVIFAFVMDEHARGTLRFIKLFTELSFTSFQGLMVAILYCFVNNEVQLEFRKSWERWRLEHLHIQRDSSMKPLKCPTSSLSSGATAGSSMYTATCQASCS
PTHR1 ag: PTHR1 (human) receptor agonism; Q03431; HEK293 GP2 PTHR1 cells, GloSensor cAMP luminescence, 1 h; Potency, µM (highest dose often 115 µM), for inactives: at the top dose activation, most hits filed as activators; actives 0.075% (n = 410,000); also: potency is read from the fitted curve at half-maximal effect; nearly all actives have a fitted effect of over 55% in size; some results filed as inactive show a strong effect at the top dose; inactives centre near -15; many of its hits are not listed in these tables
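HEK-293-derived GP2 cells expressing PTHR1 and a GloSensor cAMP reporter, 3,000/well, plated overnight, given luciferin plus IBMX (each 0.5 mM as added) for 1 h at 37 °C, then compound for 1 h at 37 °C. Luminescence was read after 15 min at room temperature.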
DRD3 antagonist: D3 dopamine receptor (human) antagonism; D3R cells, DiscoveRx beta-arrestin luminescence, antagonist mode; hits give low values; max response, negative = inhibition, %; actives 2.5% (n = 360,000); AID 652054; in the data active = max response below about -50%; inconclusive = no clear call, values can overlap the other calls; also: % is scaled to controls: 0 for no effect and ±100 for the full control effect; mostly tested at two doses, the higher about 12 µM
Target sequence (P35462 whole entry, looked up): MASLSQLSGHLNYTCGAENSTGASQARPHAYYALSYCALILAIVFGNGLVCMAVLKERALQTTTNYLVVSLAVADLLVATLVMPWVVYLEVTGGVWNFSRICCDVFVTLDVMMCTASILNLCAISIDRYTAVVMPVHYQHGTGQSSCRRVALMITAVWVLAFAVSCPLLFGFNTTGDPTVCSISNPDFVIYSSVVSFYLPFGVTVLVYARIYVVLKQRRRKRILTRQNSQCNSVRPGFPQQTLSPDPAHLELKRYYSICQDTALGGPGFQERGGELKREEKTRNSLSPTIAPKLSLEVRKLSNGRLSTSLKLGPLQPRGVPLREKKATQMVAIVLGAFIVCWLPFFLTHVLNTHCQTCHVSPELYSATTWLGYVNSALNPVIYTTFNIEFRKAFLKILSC
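Cells plated overnight at 1500 cells/well, then exposed to library compounds with dopamine controls for 90 minutes at 37 degrees C. DiscoveRx reagent added for 30–60 minutes at room temperature; luminescence read, quantitative HTS format.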
TDP-43 yeast inh: TDP-43 toxicity inhibition in yeast; TDP-43 expressing yeast growth rescue, BacTiter-Glo, 24 h; Potency, µM (titrated, usually from 46.1 µM), inactives show at the top dose growth rescue (activation), actives largely listed as activators; AID 652104; actives 1.8% (n = 410,000); also: potency is read from the fitted curve at half-maximal effect; % of control where 0% means no effect; nearly all actives have a fitted effect of over 50% in size
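Cell-based yeast growth screen: TDP-43 expression induced in galactose, inoculum OD600=0.02 after raffinose pregrowth to mid-log. Read-out BacTiter-Glo luminescence at 24 hr, 30 deg C; inhibition of toxicity seen as signal increase.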
aSyn yeast inh: rescues yeast growth from alpha-synuclein toxicity; AID 652106; actives 0.14% (n = 370,000); Yeast expressing alpha-synuclein, growth rescue, BacTiter-Glo, 24 h; Potency, µM (titrated, usually from 46.1 µM), for the others: top-dose growth rescue (activation), actives largely listed as activators; also: potency is read from the fitted curve at half-maximal effect; % of control where 0% means no effect; nearly all actives have a fitted effect of over 65% in size
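Rescue of yeast growth: cells expressing toxic alpha-synuclein, induced in galactose at OD600 0.02, incubated with compound 24 h at 30 C. ATP luminescence quantified growth; inhibitors of toxicity appear as activators.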
GLP1R inv ag: GLP-1 receptor (human) inverse agonism; HEK293 GLP-1R CRE-luciferase, luminescence, 24 h; GLP-1R form is constitutively active; Potency, µM (doses to about 38.3 µM), for inactives: at the highest dose activity change, negative = inhibition, hits mostly inhibitors; P43220; actives 1.6% (n = 410,000); AID 624417; also: potency is read from the fitted curve at half-maximal effect; % is scaled to controls: 0 for no effect and ±100 for the full control effect; nearly all actives have a fitted effect of over 55% in size
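qHTS in 1536-well format: reporter HEK293 cells expressing constitutive GLP-1R activity in DMEM + 10% Nu serum, 24 hr with compounds at 37 deg C, luminescence read after 12 min with detection reagent.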
FUS suppressor: suppressors of FUS proteinopathy in yeast. actives 0.24% (n = 390,000). AID 1347120. Potency, µM (highest dose often 76.6 µM), for the others: at the top dose growth rescue (activation), actives largely listed as activators. S. cerevisiae FUS-expressing, growth rescue, OD600, 24 h;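 also: potency is read from the fitted curve at half-maximal effect; plate controls were DMSO vehicle for no effect and reference control for full effect; nearly all actives have a fitted effect of over 55% in size; some results filed as inactive show a strong effect at the top dose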
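FUS-expressing yeast, raffinose-pregrown, induced in 2% galactose minimal medium at OD 0.005; compounds in a dilution series, 24hr at 30C. Growth restoration read as absorbance at 600 nm. CP55940 positive control, DMSO negative.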
Akt phos inh: Akt phosphorylation inhibition | Neuro2A IGF-stimulated pAkt S473 HTRF, 20 min; hits give low values | activity change, % for hits at 50 µM | actives 0.32% (n = 360,000) | AID 651550; in the data active = activity change below about -80%; inconclusive = mostly about -51% to -80%; also: % is scaled to controls: 0 for no effect and ±100 for the full control effect
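Neuro2A cells (4,500/well, DMEM with 0.5% FBS) were treated with compound at a single 50 µM final concentration, stimulated with 6 nM IGF for 20 min at 37 °C, and lysed. Phospho-Akt Ser473 was read by HTRF as 665/615 ratio ×10^4.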
Abeta yeast res: restores growth of yeast expressing A-beta42 peptide. yeast expressing A-beta42, growth rescue, OD600, 48 h; response scale: 0% DMSO, 100% iron-clioquinol control. Potency, µM (top dose mostly 46.1 µM), inactives show at the top dose growth rescue, usual class: activators. actives 0.063% (n = 410,000). AID 1347071; also: potency is read from the fitted curve at half-maximal effect; nearly all actives have a fitted effect of over 55% in size
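Growth rescue measured by 600 nm absorbance after 48 h yeast culture at 30 C with compound. Values normalized between DMSO and an equimolar ferric chloride plus clioquinol control.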
The depositor's hits bear a star; i = inactive; ? = inconclusive; . = no result given; & = joins results of further samples; [ ] = dose if it differs, or a comment. Unless noted, calls follow the shape of the dose curve; as a rule, active = well fitted curve in the direction sought with a large enough effect; inconclusive = small, poorly fitted or top-dose-only effect, or another doubt; inactive = no such curve, though single readings can be large; an effect the other way counts as inactive or inconclusive.

SMILES	GLP1R ag	PTHR1 ag	DRD3 antagonist	TDP-43 yeast inh	aSyn yeast inh	GLP1R inv ag	FUS suppressor	Akt phos inh	Abeta yeast res
COc1ccccc1C(=O)NNC(=O)C(=O)Nc1cccc(Cl)c1C	2%	-14%	10	11µM*	-52%[inhibitor]	-23%	8%	i	-61%[inhibitor]
Cc1ccc(/C=N/NC(=O)c2ccco2)s1	-11%	-48%[inhibitor][57.5 µM]	1	?	-3%	1%	26%	i	-1%
Cc1ccc(-c2cc(-c3ccccc3)c(C#N)c(N)n2)o1	1%	-4%	-12	22µM*	-65%[inhibitor]	14%	?	i	-53%[inhibitor]
CNS(=O)(=O)c1ccc(OC)c(-c2nnc3c4ccccc4c(C)nn23)c1	?	-25%	1	6%&13%	1%	57%[activator]	1%&-4%	i	2%&10%
O=C(NCc1cccnc1)Nc1cccc(NC(=O)NCc2cccnc2)c1F	10%	i	2	3%	2%	2%	10%	i	12%
COc1ccc(C(=O)NC(=S)NCc2ccco2)cc1	7%	-29%	-4	?	0%	-14%	31%	i	12%
O=S(=O)(NCc1ccccc1Br)c1ccccc1Br	6%	-18%	3	29%	?	-30%	-16%	i	5%
Cn1c(SCC(=O)NNC(=S)Nc2ccccc2)nnc1-c1ccccc1	-4%	i	-3	19%	-24%	1%	-9%	i	7%
Cc1cc(=O)n2[nH]c(-c3ccc(Cl)cc3)cc2n1	2%	-18%[57.5 µM]	0	-14%	0%	23%	8%	i	19%
C#CCOCCOCCOCCNc1nc(N2CCOCC2)nc(N2CCN(C(=O)Cn3cc(CCCCN)nn3)CC2)n1	-3%	-19%	1	10%	0%	13%	-20%	i	6%
COCCN(C(=S)Nc1ccc(C(C)C)cc1)C(C)c1cccs1 (configuration not stated)	0%	-22%	3	16%	-1%	?	-8%	i	?
Nc1cc(=O)[nH]c(=O)n1Cc1ccco1	1%	i	4	-2%	-7%	2%	12%	i	-2%

One compound at a time (already shown). Order of values: GLP1R ag, PTHR1 ag, DRD3 antagonist, TDP-43 yeast inh, aSyn yeast inh, GLP1R inv ag, FUS suppressor, Akt phos inh, Abeta yeast res
`Nc1cc(=O)[nH]c(=O)n1Cc1ccco1` is listed as 1%, i, 4, -2%, -7%, 2%, 12%, i, -2%
`COCCN(C(=S)Nc1ccc(C(C)C)cc1)C(C)c1cccs1` (configuration not stated) is listed as 0%, -22%, 3, 16%, -1%, ?, -8%, i, ?
`Cn1c(SCC(=O)NNC(=S)Nc2ccccc2)nnc1-c1ccccc1` is listed as -4%, i, -3, 19%, -24%, 1%, -9%, i, 7%

More compounds
SMILES	GLP1R ag	PTHR1 ag	DRD3 antagonist	TDP-43 yeast inh	aSyn yeast inh	GLP1R inv ag	FUS suppressor	Akt phos inh	Abeta yeast res
CC(C)(C)n1ncc2c(=O)n(CC(=O)NCc3ccco3)cnc21	-10%	-5%[57.5 µM]	8	8%	2%	?	5%	i	-8%
C=C(C)C(O)Cc1c(OC)ccc(C(=O)/C=C/c2ccc(O)cc2)c1O (configuration not stated)	3%	-19%	35	?	-4%	?	24%	i	-20%
Cc1ccc(S(=O)(=O)N2CCN(C(=O)CN3CCOCC3)C2C(C)C)cc1 (configuration not stated)	-9%	i	-5	20%	1%	0%	-2%	i	11%
C=CCOc1c(Br)cc(/C=C(\C#N)C(N)=O)cc1OC	-1%	i	12	1%	6%	-29%	-25%	i	29%
COc1cc(/C=C/C(=O)c2ccc3c(c2)OCO3)cc(Cl)c1O	9%	-13%	-7	-20%	-21%	11µM*	?	i	-24%
CCOc1cc2[nH]c(=S)n(CCC(=O)NCc3ccc(OC)cc3)c(=O)c2cc1OCC	0%	i	7	25%	-1%	-3%	.	i	-14%
CCOC(=O)c1nn(-c2ccccc2)c(=O)cc1OCC(=O)Nc1cc(C)ccc1OC	6%	i	11	-7%	-5%	6%	23%	i	-4%
C=CCN(Cc1cccs1)C(=O)COc1ccc2c(c1)OCO2	0%	i	-6	28%	0%	?	3%	i	-1%
C[N+](C)(C)CCN1C(=O)c2ccccc2C1=O	0%	-15%	0	12%	-4%	1%	-11%	i	-5%
CC(=O)c1cccc(Nc2cc(C)nc3ccc(C)cc23)c1	-4%	i	-12	1%	1%	?	14%	i	8%
C#CCSc1nnnn1-c1cccc(Cl)c1	0%	-9%	2	?	-1%	?	1%	i	-4%
Cc1cc(C)c(/C=C/c2onc(C)c2S(=O)(=O)N2CCC(C(=O)N(C)Cc3ccccc3)CC2)c(C)c1	.	i	.	?	.	-5%	12%	.	28%
CCCc1nnc2n1N=C(c1ccc(OC)c(OC)c1)CS2	?	-24%[57.5 µM]	-13	-19%	7%	240%[activator]	27%	i	-6%
Cc1c(Cl)ccc2c(C(O)CBr)cc(-c3ccccc3)nc12 (configuration not stated)	25%	i	26	2%	1%	?	-2%	i	16%
COc1ccc(Cn2c(C(=O)O)c(CNC3CCCC3)c3ccc(C)cc32)cc1	.	i	.	12%	.	11%	7%	.	-6%
Cc1ccc(-n2c(=O)[nH]c3c(C(N)=O)nc(-c4ccc(C)o4)nc32)cc1	1%	-7%[57.5 µM]	2	-7%	2%	?	?	i	-14%
Cc1cc2n(n1)CCCN2C(=O)Nc1cccc(C)c1C	.	i	.	19%	.	6%	10%	.	-24%
COc1ccc(OC)c(S(=O)(=O)Nc2cc3c(cc2C)n(C)c(=O)c(=O)n3C)c1	.	-22%	.	21%	.	3%	-3%	.	2%
C[C@@H]1CN([C@@H](C)CO)C(=O)c2cc(Br)cnc2O[C@H]1CN(C)C(=O)c1ccccc1F	-6%	i	2	21%	2%	10%	-10%	i	-4%
Cc1cc(C(=O)NNC(=O)c2ccc(Cl)cc2)no1	6%	-16%	-6	-6%	-4%	43%	7%	i	-20%
COc1cc(NC(=O)Cn2c(-c3cncs3)nc3ccccc32)cc(OC)c1OC	13%	-7%[57.5 µM]	25	0%	-9%	0%	?	i	2%
CCCCOc1ccc(-c2cnc3ccccc3n2)cc1	7%	-24%	22	14%	-4%	15%	0%	i	-3%
O=C(c1ccccc1)N1N=C(c2ccccc2)CC1c1ccccc1 (configuration not stated)	20%	-19%	1	-12%	-7%	?	-2%	i	12%
CC(C)NS(=O)(=O)c1ccc(OCC(=O)NCC2CCCO2)c(Cl)c1 (configuration not stated)	5%	i	-15	-15%	-5%	6%	19%	i	-5%
COc1ccc(S(=O)(=O)N(CC(=O)NCc2ccncc2)c2ccc(C)cc2)cc1OC	17%	i	17	-11%	-4%	48%[activator]	-7%	i	10%
O=C(CSc1ncnc2c1oc1ccccc12)Nc1cccc(F)c1	0%	-14%	30	19%	-5%	-1%	30%	i	-6%
CCN(CC)c1ccc(C2CC(=O)Nc3cc(OC)c(OC)cc32)cc1 (configuration not stated)	15%	-27%	-2	14%	-5%	7%	-36%	i	9%[9.22 µM]
CCn1cc2nc(SCc3ccccc3Cl)n(Cc3ccc(OC)cc3)c(=O)c2n1	.	-8%	.	2%	.	-4%	?	.	-3%
Cc1cccc(-n2c(=O)[nH]c3c(C(N)=O)nc(C(C)C)nc32)c1	3%	-35%[inhibitor]	-19	-12%	4%	0%	?	i	-2%
CCN(C(=O)Cn1c(=O)n(CC2CCC(C(=O)NC)CC2)c(=O)c2sccc21)c1ccccc1 (configuration not stated)	.	-6%	.	19%	.	2%	3%	.	-12%
CC1CCCN(C(=O)COC(=O)Cn2cnc3ccccc32)C1 (configuration not stated)	-3%	-3%	-18	-18%	-9%	10%	22%	i	-8%
CCOc1ccc(C(=O)NCCn2cc(SCC(=O)Nc3ccc4c(c3)OCCO4)c3ccccc32)cc1	-11%	i	.	12%	.	-30%	42%	.	-5%
Cc1cc(C)cc(NCc2cc3c(cc2[N+](=O)[O-])OCO3)c1	6%	15%[57.5 µM]	-28	?	1%	2%	10%	i	1%
COc1ccc(CCNC(=O)C(C)OC(=O)c2nsc(Cl)c2Cl)cc1OC (configuration not stated)	0%	-29%	-3	-24%	6%	3%	12%	i	-3%
CS(=O)(=O)N(Cc1ccc(Cl)cc1)c1ccc(C(=O)NCCSc2ccccn2)cc1	-9%	-70%[inhibitor]	10	-19%	7%	?	.	i	-11%
O=S(=O)(c1ccccc1)N1CCN(C2CCN(Cc3ccccc3)CC2)CC1	6%	?	?	-17%	-1%	?	-31%	i	-8%[9.22 µM]
Cc1ccc(NC(=O)C2C3/C=C\CCCCC32)cc1 (configuration not stated)	0%	i	1	-20%	-2%	-7%	-6%	i	10%
Cc1cccc(-n2nnnc2SCc2csc(-c3ccccc3)n2)c1	-2%	i	-2	4%	2%	?	4%	i	-5%
Oc1cc(NCCc2cccnc2)cc2cccnc12	1%	i	.	.	.	.	-2%	.	-15%
NC(=O)c1cc(NC(=O)COC(=O)CCCN2C(=O)c3cccc4cccc(c34)C2=O)cc(C(N)=O)c1	13%	?	-16	-30%	-5%	66%[activator]	11%	i	-12%
Cc1[nH]c2ccc3ccccc3c2c(=O)c1C/C=C/Cl	-1%	-11%	7	18%	-18%	-6%	3%	i	8%
CCOC(=O)C1CCCN(Cc2nc(N)nc(Nc3ccc(Cl)cc3)n2)C1 (configuration not stated)	1%	-17%	?	7%	2%	-22%	27%	i	5%
O=C(COC(=O)c1ccccc1O)NCCCc1ccccc1	7%	-2%	-29	20%	13%	-1%	-24%	i	-3%
COc1cccc(-c2nn(-c3ccccc3)cc2C(=O)OCC(=O)Nc2ncc(Cl)cc2Cl)c1	11%	i	-9	17%	-1%	?	26%	i	9%
COc1cc(/C=N/NC(=O)c2cccnc2)cc2c1OCO2	-6%	i	3	9%	-8%	8%	11%	i	-2%

Some of the compounds tested; the hit share may differ from the screen's.
